TNAP inh pNP: blocks human TNAP p-nitrophenol release; purified TNAP, pNPP hydrolysis, absorbance 405 nm; inhibition, % at 20 µM; 21,000 tested, under 10 active; P05186;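 note: 0% = DMSO only wells and 100% = 1 mM levamisole wells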
TNAP Pi inh: human TNAP inhibition, phosphate detection | purified TNAP, pNPP, malachite green phosphate absorbance | 21,000 tested, under 10 active | inhibition, % at 20 µM | P05186 | AID 614
Numbers without * were called inactive.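 Rule for the calls: active = inhibition above 50% at the 20 µM single-dose screen; inactive = the rest.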

Compound	TNAP inh pNP	TNAP Pi inh
COCCOC(=O)C1=C(C)NC2=C(C(=O)CC(C)(C)C2)C1c1cccnc1 (centres undefined)	0	6
COc1ccc(N2CCN(C(=O)CSc3nnc(-c4cc5ccccc5cc4O)n3C)CC2)cc1	3	9
O=C(Nc1cccc(Cl)c1N1CCCCC1)c1ccc2c(c1)OCCO2	-2	4
O=S(=O)(c1ccc(Oc2ccc(Br)cc2F)nc1)N1CCCCC1	-2	2
Cn1c(O)c(C=NC(CC(N)=O)C(=O)O)c(=O)n(C)c1=O (centres undefined)	4	8
Cc1ccc(OCc2nnc(SCc3cc(=O)[nH]c4ccccc34)o2)cc1	0	7
CC1(C)CC(=O)C2=C(C1)N(Cc1ccco1)C(=O)C2(NC(=O)c1cccnc1)C(F)(F)F (centres undefined)	2	6
CCOC(=O)C1C(=O)OC2(CCCC2)C1C(=O)OCC (centres undefined)	3	5
O=C1c2cccc3cccc(c23)N1CN1CCN(c2ccccn2)CC1	4	9
N#Cc1nc(COc2cccc(Cl)c2)oc1N1CCN(c2ccccc2)CC1	-4	-2
C=CCSc1n[nH]c(-c2ccc(OCCCC)cc2)n1	4	6
COC(=O)c1c(NC(=O)CSc2nnc(Cn3nnc4ccccc43)n2C)sc(C)c1C	4	14
N#Cc1c2n(c3c(=O)n(Cc4ccccc4Cl)cnc13)CCCC2	8	10
O=S(=O)(c1cccc2cccnc12)N1CCN(Cc2ccc3c(c2)OCO3)CC1	2	5

Profiles as entered above. Order of values: TNAP inh pNP | TNAP Pi inh
CC1(C)CC(=O)C2=C(C1)N(Cc1ccco1)C(=O)C2(NC(=O)c1cccnc1)C(F)(F)F (centres undefined) is listed with 2 | 6
O=C1c2cccc3cccc(c23)N1CN1CCN(c2ccccn2)CC1 is listed with 4 | 9
O=S(=O)(c1cccc2cccnc12)N1CCN(Cc2ccc3c(c2)OCO3)CC1 is listed with 2 | 5
N#Cc1c2n(c3c(=O)n(Cc4ccccc4Cl)cnc13)CCCC2 is listed with 8 | 10
O=C(Nc1cccc(Cl)c1N1CCCCC1)c1ccc2c(c1)OCCO2 is listed with -2 | 4

High-throughput results from PubChem.

A portion of the library, so the mix of outcomes need not match the whole.
